# KKLEB tox = reduces viability of KKLEB cystic fibrosis airway cells. AID 602141. activity change (cytotoxicity), % at 5 µM. 360,000 tested, 0.36% active. KKLEB CF airway cells viability, ATPlite luminescence, overnight; active compounds read low; cells stimulated with P. aeruginosa culture filtrate;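 active = corrected activity change at or below -50% at 5 µM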
# HIF-2a inh = inhibitors of HIF-2a. 360,000 tested, 0.72% active. inhibition, % at 18.8 µM. 786-0 RCC cells HIF-2a reporter, luciferase luminescence, overnight;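 active = inhibition of the luminescence signal of 40% or more relative to plate controls, in a single-dose primary screen at 18.75 µM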
# Vif inh = blocks HIV Vif function | 340,000 tested, 0.35% active | inhibition, % at 7.49 µM | AID 602346 | HEK293T cells, Vif self-association by quenched fluorescence, imaging, 24 h; in the data active = inhibition above about 50%, passing the limit was not always enough; also: some results filed as inactive read as strong as hits
# CF NFkB inh = blocks PAF-induced NF-kB reporter in cystic fibrosis cells | KKLEB NF-kB-GFP reporter, GFP fluorescence overnight | inhibition, % at 5 µM | 360,000 tested, 0.86% active;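 active = at least 50% inhibition at 5 µM, scaled per plate between neutral and stimulator controls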;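 also: PAF is a Pseudomonas aeruginosa culture filtrate used as stimulus; plate controls were PAF-stimulated DMSO wells for no effect and unstimulated DMSO wells for full effect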
# Shn3 inh set2 = Schnurri-3 reporter inhibition in Clone20 osteoblasts; Clone20 osteoblast Shn3 3'UTR firefly luciferase, 24 h; inhibition, % at 12.5 µM; 360,000 tested, 0.52% active;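 active = mean inhibition of at least 75% with every replicate also reaching 75%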;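 also: 0% = median of neutral control wells and 100% = pilot-screen positive control compound; some compounds past the cut are filed as inactive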
# NR2E3 ag-1 = activates human photoreceptor nuclear receptor NR2E3; GST-NR2E3/biotin-RetCOR TR-FRET, 1536-well; inhibition of corepressor binding, % at 4.78 µM; 320,000 tested, 0.12% active; AID 2300;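 active = percent inhibition above the cutoff of mean plus 3 SD of all tested compounds, set per screening campaign, cut at about 20% in these data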;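 also: 0% = DMSO wells and 100% = biotin wells as full block of FRET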
# Target sequence (Q9Y5X4 whole entry, looked up): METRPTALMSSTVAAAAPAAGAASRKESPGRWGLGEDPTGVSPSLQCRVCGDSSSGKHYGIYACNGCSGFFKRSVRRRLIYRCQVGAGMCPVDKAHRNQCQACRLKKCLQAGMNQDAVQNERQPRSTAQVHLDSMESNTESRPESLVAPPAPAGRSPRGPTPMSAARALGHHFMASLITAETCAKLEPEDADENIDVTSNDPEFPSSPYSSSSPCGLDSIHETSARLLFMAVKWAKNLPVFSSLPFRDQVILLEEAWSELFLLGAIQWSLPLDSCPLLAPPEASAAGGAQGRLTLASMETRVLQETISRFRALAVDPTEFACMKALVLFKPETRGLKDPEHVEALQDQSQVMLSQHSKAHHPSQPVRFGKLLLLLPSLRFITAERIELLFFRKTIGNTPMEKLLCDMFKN
#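 Material – GST-tagged NR2E3 plus biotinylated RetCOR corepressor · Quantity – NR2E3 fusion 1.35 nM · Times – 5 h incubation at 4 °C · Medium – pH 7.5 Tris-based buffer · Technique – TR-FRET, Eu(K)-anti-GST donor, streptavidin-D2 acceptor, ex 340, em 617/671 nm · Benchmarks – high control biotin, low control 0.6% DMSO · Format – 1536-well plates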
# Peg3 prom inh = Peg3 promoter activity inhibition. HeLa PEG-Prom luciferase reporter, luminescence, overnight. inhibition, % at 20 µM. 360,000 tested, 1.7% active. AID 588405;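 active = inhibition of at least 50% at 20 µM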
# MITF TRPM1 inh = reduces MITF-dependent TRPM1 promoter luciferase signal; SK-MEL-5 TRPM1 promoter luciferase, 24 h; inhibition, % at 12.5 µM; 330,000 tested, 0.83% active; AID 488899;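 active = mean inhibition across replicates of 60% or more, whatever share of single replicates reaches that level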; also: values of inactives mirror those of a sister screen read the other way
# CaV13 ICDI inh = Primary screen for inhibitors of IQ motif and Ca2+-dependent inactivation inhibitor domain binding in CACNA1D, Förster resonance energy transfer in living cells, …; inhibition, % at 12.3 µM; 340,000 tested, 0.098% active; HEK cells, CFP/YFP FRET ICDI-IQ, plate reader, 10 min; percent FRET-ratio fall versus neutral wells;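 active = mean replicate inhibition of at least 30% and at least 1% of replicates passing that level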;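 also: 0% = median of the neutral control wells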
# PDI inh = inhibitors of human protein disulfide isomerase. 350,000 tested, 0.052% active. PDI insulin aggregation turbidity, A650, 90 min. inhibition, % at 10 µM;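 active = mean inhibition across replicates of 30% or more, whatever share of single replicates reach that level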;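 also: absorbance from insulin aggregation driven by PDI reduction with DTT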
# Target sequence (P07237 whole entry, looked up): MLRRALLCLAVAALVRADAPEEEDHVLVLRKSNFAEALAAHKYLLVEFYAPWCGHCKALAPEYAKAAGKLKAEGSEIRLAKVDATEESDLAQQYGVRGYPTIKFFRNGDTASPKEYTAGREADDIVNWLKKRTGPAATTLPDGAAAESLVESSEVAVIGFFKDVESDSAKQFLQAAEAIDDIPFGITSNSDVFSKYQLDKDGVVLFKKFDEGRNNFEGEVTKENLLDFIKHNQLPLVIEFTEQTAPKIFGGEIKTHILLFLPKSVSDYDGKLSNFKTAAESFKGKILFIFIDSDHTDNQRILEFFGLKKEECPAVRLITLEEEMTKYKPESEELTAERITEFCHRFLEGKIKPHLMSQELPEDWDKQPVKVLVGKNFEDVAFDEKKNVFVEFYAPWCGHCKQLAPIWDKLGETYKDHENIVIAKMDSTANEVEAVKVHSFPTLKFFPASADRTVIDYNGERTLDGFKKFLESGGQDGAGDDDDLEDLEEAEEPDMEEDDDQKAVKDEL
# NR2E3 ag-2 = activates human NR2E3 receptor; Q9Y5X4; CHO-S Gal4-NCOR/VP16-NR2E3 two-hybrid, luciferase; inhibition of corepressor binding, % at 3.98 µM; 360,000 tested, 0.35% active; AID 602229;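 active = inhibition above the mean of all tested compounds plus 3 SD, cut at about 70% in these data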;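 also: 0% = DMSO with NR2E3 transfected cells and 100% = cells lacking NR2E3 construct; higher means lower luciferase signal from less NR2E3 corepressor binding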
# Numbers without * were called inactive; · = no result given. An unsorted share of the library; about 3.3% have a hit in one of these screens.
SMILES,KKLEB tox,HIF-2a inh,Vif inh,CF NFkB inh,Shn3 inh set2,NR2E3 ag-1,Peg3 prom inh,MITF TRPM1 inh,CaV13 ICDI inh,PDI inh,NR2E3 ag-2
C[C@@H]1C(c2ccc(F)cc2)=NN(c2ccccc2)[C@H]1C(=O)N1CCOC1=O,8,7,4,-18,-11,·,11,-7,-6,-2,27
CCCn1c(SCC(=O)Nc2ccccc2C(=O)OC)nc2c1c(=O)n(C)c(=O)n2C,5,6,7,3,11,1,21,-5,-4,0,-5
Cn1c(CNc2nc(-c3ccccc3)cs2)nnc1SCC(=O)N1CCc2ccccc21,-4,6,-16,-4,25,-2,14,7,0,0,-5
Cc1ccc(-c2nnn(CC(=O)N(Cc3ccco3)C(C(=O)NC(C)(C)C)c3cccs3)n2)o1 (configuration not stated),19,16,-4,-20,8,-1,3,5,-6,0,-11
CCOc1ccc(-n2c(SCC(=O)Nc3ccc(OC)cc3OC)nc3c(c2=O)SCC3)cc1,1,20,3,-11,19,-2,-27,12,-4,-2,10
COc1cc(/C=N/N=C(\N)c2nonc2N)ccc1O,14,-166,6,-14,-26,-2,-175,-108,11,9,-69
COc1ccc(S(=O)(=O)N2N=C(C)Oc3ccccc3C2=O)cc1,-11,17,11,-1,11,0,27,24,-6,23,-79
O=C(c1ccccc1)N1CCn2c(nc3ccccc32)C1,8,5,-1,6,0,2,-10,8,-5,1,-10
O=C(NCC1COc2ccccc2O1)c1ccc(Br)s1 (configuration not stated),3,-117,11,-5,-30,1,-228,-73,-3,-8,-57
O=C(COC(=O)c1cccs1)Nc1cccc(Cl)c1,6,0,-2,10,-12,2,4,-1,-3,0,-1
Cc1ccc(-c2nc(CS(=O)CC(=O)NCc3ccco3)c(C)o2)cc1 (configuration not stated),7,18,-3,-14,-16,2,4,-3,-2,2,4
Cc1cc(/C=N\NC(=O)CC(=O)NC2CCCCC2)c(C)n1-c1cccc(Cl)c1Cl,-13,14,-6,21,15,2,1,-6,-6,6,15
CCOc1ccc(N(C)S(=O)(=O)c2ccc(-c3cc(C)no3)s2)cc1,-12,5,-4,-5,13,0,35,36,-2,6,20
CC1=CCC2C(=O)N(c3ccccc3OC(=O)c3ccccc3F)C(=O)C2C1 (configuration not stated),-12,-5,-2,2,-6,7,-24,4,-2,4,6
NC(=O)C1CC(=O)N(c2ccc(OCc3ccccc3Cl)cc2)C1 (configuration not stated),-1,-98,0,-2,-24,1,-78,-4,0,17,-27
CCCCCC(=O)OC(CN1CCCCC1)CN1CCCC1=O (configuration not stated),-6,2,5,-4,-8,4,7,2,1,-12,-20
Cc1ccc(S(=O)(=O)NCC(=O)NCC(=O)OC(C(=O)NC(N)=O)C(C)C)cc1C (configuration not stated),4,13,11,0,-5,-1,3,-7,-5,-4,-17
CN(C)Cc1c(O)ccc2oc(Cc3ccccc3)cc12,-3,-11,1,7,-12,-2,15,-19,·,-4,-10
O=C(COc1ccccc1-c1ccccc1)Nc1ccc(S(=O)(=O)NCc2ccco2)cc1,-30,16,-13,16,67,-1,5,-1,-4,12,6
CCOC(=O)Nc1cc(C)c(Cl)cc1OC,-1,2,-15,6,2,0,-2,12,·,-8,-3
COc1ccc(/C=C/C(=O)OCC(=O)NC2CCCCC2C)c(OC)c1 (configuration not stated),8,4,5,4,-22,0,16,12,-6,-8,-23
CSc1ccc(CN(C)CC(=O)NC(C)c2ccccc2)cc1 (configuration not stated),-3,10,-6,-17,-36,3,16,0,1,0,24
COc1ccc(CCN(C)C(=O)c2ccc(C)c(S(=O)(=O)N3CCCCC3)c2)cc1OC,-12,-5,4,34,24,3,19,5,-15,-1,-5
CCOCCCn1c(=NC(=O)c2cccs2)c(C#N)cc2c(=O)n3ccccc3nc21,4,5,2,-18,·,0,0,-15,15,-2,-30
COc1cc(/C=C/C(=O)OCC(=O)Nc2cc(C)on2)ccc1OCC#N,0,13,-15,-19,-5,·,13,-9,-2,-8,-1

# Entries of single compounds, looked up by structure:
# `O=C(c1ccccc1)N1CCn2c(nc3ccccc32)C1` is listed with KKLEB tox = 8; HIF-2a inh = 5; Vif inh = -1; CF NFkB inh = 6; Shn3 inh set2 = 0; NR2E3 ag-1 = 2; Peg3 prom inh = -10; MITF TRPM1 inh = 8; CaV13 ICDI inh = -5; PDI inh = 1; NR2E3 ag-2 = -10
# `COc1ccc(CCN(C)C(=O)c2ccc(C)c(S(=O)(=O)N3CCCCC3)c2)cc1OC` is listed with KKLEB tox = -12; HIF-2a inh = -5; Vif inh = 4; CF NFkB inh = 34; Shn3 inh set2 = 24; NR2E3 ag-1 = 3; Peg3 prom inh = 19; MITF TRPM1 inh = 5; CaV13 ICDI inh = -15; PDI inh = -1; NR2E3 ag-2 = -5

# Continued.
SMILES,KKLEB tox,HIF-2a inh,Vif inh,CF NFkB inh,Shn3 inh set2,NR2E3 ag-1,Peg3 prom inh,MITF TRPM1 inh,CaV13 ICDI inh,PDI inh,NR2E3 ag-2
Cc1csc(NC(=O)C2CCCCN2S(=O)(=O)c2ccccc2)n1 (configuration not stated),-1,7,3,-7,-15,0,13,-3,-1,1,15
COc1ccc(S(=O)(=O)/C(C#N)=C/Nc2ccccc2F)cc1,-9,-5,-12,12,-8,-1,11,12,-19,-1,-11
COc1ccc(CNC(=O)c2ccc[nH]2)cc1Cl,10,9,20,-10,-6,5,0,9,-1,6,-5
COC(=O)c1ccccc1S(=O)(=O)N1CCC(C(=O)OC(C)C(=O)Nc2ccc(NC(C)=O)cc2)CC1 (configuration not stated),10,13,0,-7,17,2,11,-2,-5,3,-14
CCN(CC)C(=O)c1sc2nc(-c3ccccn3)[nH]c(=O)c2c1C,-1,-50,0,-6,·,-2,-22,-2,-4,14,-7
CCOC(=O)NNC(=S)Nc1c(C)n(C)n(-c2ccccc2)c1=O,6,18,·,3,-6,-2,8,16,-1,-1,12
O=C(CSc1nc(COc2ccccc2)nc2ccccc12)NC1CCCC1,2,-28,-1,4,24,3,-6,3,-5,-3,-12
NC(=O)c1ccc(-c2csnn2)cc1,-26,19,·,26,7,1,4,1,-21,-5,0
COc1cccc(NC2=Nc3cccc4cccc2c34)c1,0,-141,2,-4,-14,-2,-66,-24,-19,20,-38
CN(C1CCCCC1)S(=O)(=O)c1ccc(C(=O)Nc2sc3c(c2C(N)=O)CC(C)(C)NC3(C)C)cc1,-19,20,2,26,-6,5,19,-8,-3,7,-14
O=C(c1cccc(S(=O)(=O)N2CCCC2)c1)N1CCN(c2ncccn2)CC1,-1,10,-8,-4,8,-4,-9,-7,-3,-17,-9
CN1CCN(C(=O)CNC(=O)Cc2ccc(Cl)cc2)CC1,-2,24,1,8,4,-3,0,7,-4,-4,-3
Cc1cc(Cl)c(S(=O)(=O)N2CCN(c3ccccc3)CC2)cc1OCC(N)=O,1,18,-5,-4,11,2,29,-1,-3,3,-3
O=C(CN1CCCC1)Nc1ccccc1Cl,-11,11,1,-7,5,-4,4,-2,-8,-5,-18
CC(O)CNc1cnccn1 (configuration not stated),-5,7,3,18,13,-5,6,-6,-5,-3,28
CCC(Sc1nc2ncccc2[nH]1)C(=O)N1CCOCC1 (configuration not stated),-14,-6,-5,14,0,-2,0,·,-6,·,2
O=C(N/N=C/c1cn(Cc2cccc(F)c2)c2ccccc12)c1cc(O)cc(O)c1,-11,4,-6,12,7,·,10,5,-9,-6,-7
C=CCNC(=O)/C(C#N)=C/c1ccccc1[N+](=O)[O-],5,16,10,12,-1,2,-6,4,-8,-1,23
Cn1c(=O)n(C)c2cc(NC(=O)COc3ccc(Cl)cc3)ccc21,8,0,2,-26,28,6,9,11,-12,-2,-22
CC(NC(=O)CCc1nc2cc(S(=O)(=O)N3CCOCC3)ccc2n1C)c1ccc(S(N)(=O)=O)cc1 (configuration not stated),15,7,-1,0,-4,-1,5,-3,·,-14,-5
CCN(CC)Cc1ccccc1Sc1ccccc1,3,16,-2,16,-4,3,-1,3,-3,2,-13
Cc1ccccc1C(=O)NC(=S)N(Cc1ccccc1)c1ccccn1,-5,-39,0,10,-7,·,-45,-20,-2,5,-38
C=CCNC(=O)/C(C#N)=C/c1ccc(OS(=O)(=O)c2ccc(C)cc2)c(OC)c1,-18,59*,1,75*,12,0,8,-13,-5,26,4
CC1(C)CC(=O)C=C(N=CC2=C(O)CC(C)(C)CC2=O)C1,2,0,·,-5,·,-2,6,-3,·,1,-7
Cc1ccc(S(=O)(=O)Nc2ccncc2)c(C)c1N(C)S(=O)(=O)c1ccc(Cl)cc1,1,11,-5,-13,-9,0,3,0,-3,9,14
SMILES,KKLEB tox,HIF-2a inh,Vif inh,CF NFkB inh,Shn3 inh set2,NR2E3 ag-1,Peg3 prom inh,MITF TRPM1 inh,CaV13 ICDI inh,PDI inh,NR2E3 ag-2
COc1cccc(OC2OC3COC(C)(C)OC3C(O)C2NC(C)=O)c1 (configuration not stated),-6,15,-3,12,7,-4,-2,8,-3,0,4
CC1CCN(S(=O)(=O)c2ccc(C(=O)NCc3cccnc3)cc2)CC1,-1,18,-8,8,1,1,9,-22,·,1,-23
O=C(COC(=O)Cc1c(F)cccc1Cl)Nc1nnc(-c2ccccc2)o1,-3,0,-3,16,-1,1,1,-3,-1,-3,1
CN(C)c1cccc(NC2=CC(=[N+]3CCOCC3)CC(C)(C)C2)c1,-15,3,4,3,48,4,8,4,·,-6,-21
COc1cccc(C2CC(c3cccc(Br)c3)n3nc(N)nc3N2)c1 (configuration not stated),4,6,1,-11,-4,1,-1,·,-3,·,1
O=C(Nc1ccc(CN2CCOCC2)cc1)c1ccc(-c2ccc(Cl)cc2Cl)o1,-10,-6,-5,-8,-8,-1,27,0,-16,1,22
O=C(CN1c2cccc3cccc(c23)S1(=O)=O)N1CCN(c2ccc(F)cc2)CC1,-3,-3,-4,26,17,1,13,0,-7,-13,1
Cc1cccc(C(=O)NCC(=O)N2CCN(c3ccccn3)CC2)c1,0,-53,2,-3,-12,·,-46,-7,-6,-1,-29
COc1ccc2[nH]cc(CCN3C(=O)CCC3=O)c2c1,-23,0,·,-4,-3,0,4,0,-4,5,6
CCOc1ccc(OCC)c(NC(=O)C2CCCN(c3ncccn3)C2)c1 (configuration not stated),-4,6,·,6,28,-1,6,3,-3,13,-31
COCCC(=O)N1CCC(Oc2ccc(C(=O)NCCc3cn[nH]c3)cc2)CC1,1,19,-3,25,-3,-2,25,4,-6,7,19
Cc1cc(Nc2ncc(Cl)cc2Cl)n[nH]1,1,-73,28,4,-28,1,-29,-8,-4,-5,-5

# Structures from the list above containing bromine (two):
SMILES,KKLEB tox,HIF-2a inh,Vif inh,CF NFkB inh,Shn3 inh set2,NR2E3 ag-1,Peg3 prom inh,MITF TRPM1 inh,CaV13 ICDI inh,PDI inh,NR2E3 ag-2
O=C(NCC1COc2ccccc2O1)c1ccc(Br)s1 (configuration not stated),3,-117,11,-5,-30,1,-228,-73,-3,-8,-57
COc1cccc(C2CC(c3cccc(Br)c3)n3nc(N)nc3N2)c1 (configuration not stated),4,6,1,-11,-4,1,-1,·,-3,·,1

# Bioassay records: PubChem, several laboratories
